From PubChem BioAssay
MEP2-GFP yeast – modulators of MEP2-GFP levels in yeast, primary screen, S. cerevisiae, multiplex flow cytometry, MLPCN library; S. cerevisiae MEP2-GFP strain, 3 h; 100% = DMSO control level; 330,000 tested, 0.51% active; GFP response vs DMSO, % at 10 µM;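 active means GFP response versus DMSO above a set limit, roughly screen mean plus 3 SD, cut at about 180% in these data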;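 further: median GFP fluorescence of the barcode-gated MEP2-GFP cells per well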
RPL19A TOR yeast – RPL19A-GFP expression modulators in yeast, primary screen, cell-based, S. cerevisiae, multiplex flow cytometry, MLPCN | S. cerevisiae RPL19A-GFP strain, 3 h; hits give low values | percent response vs DMSO, % at 10 µM | 330,000 tested, 0.3% active | AID 2025, 2009;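 active means percent response vs DMSO below 50%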;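 further: median channel GFP fluorescence of the barcoded RPL19A-GFP strain; ratio of sample median GFP to plate DMSO average so 100% = DMSO; lower means less RPL19A-GFP as with rapamycin TOR inhibition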
LAP4-GFP MLPCN – modulators of LAP4-GFP expression in yeast, primary screen, S. cerevisiae, multiplex flow cytometry, MLPCN library. 320,000 tested, 0.34% active. GFP response vs DMSO, % at 10 µM. 3 h; median GFP as percent of DMSO wells;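 active means GFP response vs DMSO above a set limit, about the screen mean plus 3 SD, cut at about 150% in these data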
CR mimetic SO – reduction of superoxide in aged yeast, primary screen, HTS. superoxide response (% of plate mean), % at 10 µM. S. cerevisiae aged cells, superoxide DHE fluorescence; hits give low values. AID 2690, 2010. 330,000 tested, 0.18% active;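 active means superoxide response under a set limit, about three screen SD below normal, cut at about 65% in these data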;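 further: yeast aged for seven days with compound at 30 °C before DHE staining; 100% = average MFI of all compound-treated wells on the plate with controls excluded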
GASC-1 inh – inhibitors of GASC-1 histone demethylase, primary screen, biochemical, fluorescence, DELFIA europium; Lysine-specific demethylase 4C (Homo sapiens), Q9H3R0; GST-JMJD2C(1-420) H3K9me3 demethylation; inhibition, % at 2.35 µM; 330,000 tested, 0.069% active;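 active means more than half of a compound's replicate wells show inhibition beyond 50%, single wells judged on their own value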;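 further: signal counts dimethyl H3K9 product captured on neutravidin plate; 0% = median of DMSO wells and 100% = 0.3 times that DMSO median; strong numbers were not always called active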
Target sequence (Q9H3R0 1-420 limits assumed): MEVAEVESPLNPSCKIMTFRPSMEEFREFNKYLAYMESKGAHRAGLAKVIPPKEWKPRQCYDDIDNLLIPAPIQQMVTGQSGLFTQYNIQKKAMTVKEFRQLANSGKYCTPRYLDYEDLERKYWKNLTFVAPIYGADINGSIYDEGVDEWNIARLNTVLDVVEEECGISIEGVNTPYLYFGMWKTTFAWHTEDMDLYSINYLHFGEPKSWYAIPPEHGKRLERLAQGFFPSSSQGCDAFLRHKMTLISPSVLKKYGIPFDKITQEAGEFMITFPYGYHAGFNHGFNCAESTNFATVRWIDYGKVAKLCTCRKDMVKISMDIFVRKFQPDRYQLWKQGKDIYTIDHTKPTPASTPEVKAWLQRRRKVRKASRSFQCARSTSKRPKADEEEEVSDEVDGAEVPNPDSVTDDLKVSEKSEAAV
proCasp7 act – procaspase-7 activators, primary screen, counter-screen for procaspase-3 activator project, biochemical, absorbance, HTS, human; AID 463210, 2010; 330,000 tested, 0.093% active; activation, % at 8.5 µM; Caspase-7 (Homo sapiens), P55210; recombinant procaspase-7, Ac-DEVD-pNA absorbance 405 nm; D23A/D198A/D206A triple mutant, cannot self-cleave; scale: DMSO 0, 5 µM enzyme 100;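 active means percent activation above the screen-wide mean plus 3 SD, cut at about 25% in these data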
Target sequence (P55210 whole entry D23A/D198A/D206A): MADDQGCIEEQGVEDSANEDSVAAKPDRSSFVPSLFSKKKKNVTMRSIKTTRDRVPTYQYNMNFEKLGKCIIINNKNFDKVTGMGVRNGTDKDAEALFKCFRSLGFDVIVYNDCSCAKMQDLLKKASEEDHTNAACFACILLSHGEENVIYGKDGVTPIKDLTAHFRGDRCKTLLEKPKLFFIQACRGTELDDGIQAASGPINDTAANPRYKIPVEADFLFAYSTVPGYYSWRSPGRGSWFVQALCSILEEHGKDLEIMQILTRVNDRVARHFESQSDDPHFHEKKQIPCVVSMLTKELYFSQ
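Replicates: singlicate. Assay system: Procaspase-7 triple mutant (PC-7 D3A). Signal: 405 nm absorbance of p-nitroaniline. Times: 1 h preincubation, 2 h reaction. Buffer or medium: Zinc-free HEPES pH 7.4 with 300 mM NaCl, 0.01% Triton X-100. Also added: DEVD-pNA substrate. Benchmarks: DMSO wells as 0%, DMSO with 5 µM added PC-7 as 100%.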
procasp3 activ – activators of human procaspase-3 D3A mutant, primary screen, biochemical, absorbance, PC-3 D3A mutant, single concentration; 330,000 tested, 0.11% active; recombinant procaspase-3 D3A, Ac-DEVD-pNA absorbance 405 nm; Caspase-3 (Homo sapiens), P42574; activation, % at 8.5 µM;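 active means activation above the mean of all tested compounds plus 3 SD, cut at about 21% in these data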;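 further: 0% = DMSO alone and 100% = DMSO wells spiked with extra 5 µM PC-3 D3A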
Target sequence (P42574 whole entry D9A/D28A/D175A): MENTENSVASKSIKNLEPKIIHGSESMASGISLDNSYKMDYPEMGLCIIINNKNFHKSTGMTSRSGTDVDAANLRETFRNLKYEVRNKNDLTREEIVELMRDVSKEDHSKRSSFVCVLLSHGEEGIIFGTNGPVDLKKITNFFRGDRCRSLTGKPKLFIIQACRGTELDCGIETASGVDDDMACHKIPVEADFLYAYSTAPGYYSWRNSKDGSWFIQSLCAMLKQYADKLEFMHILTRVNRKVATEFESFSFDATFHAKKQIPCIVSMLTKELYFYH
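assay system = Procaspase-3 D3A mutant | signal = absorbance at 405 nm, 0 and 120 min | times = 1 h preincubation plus 2 h reaction at 25 °C | repeats = single replicate | read-out = % activation between DMSO and enzyme-spiked controls | medium = Zinc-free HEPES saline buffer with Triton X-100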
AHR act – AHR activators, primary screen, cell-based, luminescence, luciferase reporter, human; 320,000 tested, 2.5% active; AHR-responsive luciferase reporter cells; activation, % at 5 µM; Aryl hydrocarbon receptor (Homo sapiens), P35869; in the data active means activation above about 47%;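 further: 0% = vehicle wells and 100% = reference agonist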
Numbers without * were called inactive; . = not tested or not shown. Compounds as they come; overall some 3.8% were active at least once.

structure	AHR act	procasp3 activ	GASC-1 inh	RPL19A TOR yeast	MEP2-GFP yeast	proCasp7 act	LAP4-GFP MLPCN	CR mimetic SO
Cc1cc(O)ccc1Nc1nc2ccccc2nc1Nc1ccc(O)cc1C	16	1	0	95	95	-15	78	100
CC(=O)c1ccc(OCCCC(=O)N2CCN(S(=O)(=O)c3cccs3)CC2)cc1	0	4	24	102	101	5	95	99
Cc1csc(NC(=O)c2cnc3ccccc3n2)n1	57*	-7	-1	96	105	-16	106	81
C[C@@H](C(=O)Nc1ccccc1N1CCOCC1)N1C(=O)C2CCCCC2C1=O (some centres undefined)	0	-2	-7	99	93	-4	95	81
CCC1=C(C)CN(C(=O)NCCc2ccc(S(=O)(=O)NC(=O)NC3CCC(C)CC3)cc2)C1=O (centres undefined)	0	1	-2	98	104	-6	113	106
O=C1Nc2ccccc2O/C1=C\c1c(F)cccc1Cl	49*	-5	-1	99	111	-6	95	121
Cc1c(N2C(=O)C3C4C=CC(C4)C3C2=O)c(=O)n(-c2ccccc2)n1C (centres undefined)	0	-2	-23	97	89	3	113	106
Cc1ccccc1C(=O)N1CCN(S(=O)(=O)c2ccccc2)CC1	1	6	-9	109	103	4	83	95
CC1(C)CSC(=NCCc2ccccc2)N1	2	-1	-14	106	102	-2	100	94
COC(=O)c1nn(-c2nc(-c3ccc(OC)c(OC)c3)cc(C(F)(F)F)n2)cc1[N+](=O)[O-]	3	13	3	106	101	-2	96	105
CCOC(=O)c1[nH]cnc1N=Nc1c(O)ccc2ccccc12	6	-1	1	91	99	4	98	94
CC/C(C)=N/Nc1nc2sc3c(c2c(=O)[nH]1)CC(C)(C)OC3	13	-2	3	97	98	-11	95	80
CN(C)S(=O)(=O)Oc1ccc(C(=O)Nc2cccc(C(F)(F)F)c2)cc1	-8	2	7	105	104	-8	97	105
O=C(Nc1ccc(F)cc1)c1cccc(C(=O)Nc2ccc(F)cc2)c1	51*	-3	33	100	100	4	98	97
CC1CCN(C(=O)COC(=O)c2ccc(Br)o2)CC1	-1	-3	-7	87	86	3	86	90
O=C(Nc1cc(S(=O)(=O)N2CCOCC2)ccc1Cl)c1cc(=O)c2ccccc2o1	1	4	0	95	68	13	104	98
O=C(NC(=S)Nc1cccnc1)c1ccccc1	8	2	-12	100	99	-2	90	97
O=C(N/N=C/c1ccc2c(c1)OCO2)c1ccc2c(c1)OCCO2	47	4	9	102	94	6	108	117
CCCCc1ccc(NC(=O)COc2ccc(C(=O)Nc3ccccc3C)cc2)cc1	3	6	13	102	98	-3	92	107
COc1ccc(C(CNCC(O)COc2c(C)ccc(C)c2C)N(C)C)cc1 (centres undefined)	0	-3	-9	94	114	4	101	93
CCc1ccc(C(=O)CN2C(=O)NC3(CCOc4ccccc43)C2=O)s1 (centres undefined)	3	1	6	98	103	-10	106	93
COc1ccc(-c2cc(C(=O)NC(C(=O)O)C(C)C)c(C)o2)cc1OC (centres undefined)	22	-8	1	97	99	13	101	85
CCN(CC)S(=O)(=O)c1cc(NC(=O)CSc2nnc(N)s2)ccc1C	0	5	12	97	97	-6	102	107
CSC1=NCCN1S(=O)(=O)c1ccccc1	-3	0	17	101	100	9	92	111
Cc1ccc(Cc2c(C)nc3nc(SCC(=O)NCCN4CCOCC4)nn3c2C)cc1	3	3	-11	97	97	11	97	103
O=S(=O)(NCc1ccc(F)cc1)c1ccc(-n2cnnn2)cc1	-1	3	-15	103	104	-2	88	96
Oc1ccc(Nc2nc(-c3ccc(O)cc3)cs2)cc1	38	-9	-9	100	97	-19	101	127
Cc1onc(-c2ccccc2)c1C(=O)NNC(=S)NC(=O)c1ccc2c(c1)OCO2	12	-1	-5	101	101	-10	126	159
O=C(Nc1ccccc1)C(O)C(O)C(=O)Nc1ccccc1 (centres undefined)	-1	-10	-3	98	113	-4	106	105
Cc1ccc(/C=N\NC(=O)CC(=O)NCCc2ccccc2)cc1	3	5	-4	101	96	3	101	99
Cc1ccc2cc(CCNC(=O)c3ccco3)c(=O)[nH]c2c1	3	9	-3	115	95	11	78	97
C=C(CO)C1Cc2cc(C(C)=O)ccc2O1 (centres undefined)	0	1	-8	99	108	-1	105	88

Grouped by structure: the entries above with an NH in an aromatic ring.
structure	AHR act	procasp3 activ	GASC-1 inh	RPL19A TOR yeast	MEP2-GFP yeast	proCasp7 act	LAP4-GFP MLPCN	CR mimetic SO
CCOC(=O)c1[nH]cnc1N=Nc1c(O)ccc2ccccc12	6	-1	1	91	99	4	98	94
CC/C(C)=N/Nc1nc2sc3c(c2c(=O)[nH]1)CC(C)(C)OC3	13	-2	3	97	98	-11	95	80
Cc1ccc2cc(CCNC(=O)c3ccco3)c(=O)[nH]c2c1	3	9	-3	115	95	11	78	97

Additional compounds
structure	AHR act	procasp3 activ	GASC-1 inh	RPL19A TOR yeast	MEP2-GFP yeast	proCasp7 act	LAP4-GFP MLPCN	CR mimetic SO
COc1cccc(NC(=O)c2ccc3c(c2)OCO3)c1	134*	-1	-1	100	104	-2	98	96
Cc1cccc(NC(=S)N(CCN(C)C)Cc2cc3cc(C)ccc3[nH]c2=O)c1	19	-12	5	111	102	-14	107	110
CN1C2CCC1CC(NC(=O)c1cc(Cl)cc3[nH]cnc13)C2 (centres undefined)	1	-2	-3	102	103	2	91	98
CC(NC(=O)COC(=O)c1ccc(S(=O)(=O)N2CCOCC2)cc1)c1ccccc1 (centres undefined)	0	-2	0	104	103	0	104	108
Cc1ccc(C(=O)C2CCN(CC(=O)NC3CCCC3)CC2)cc1	-1	-9	-12	102	106	-3	105	104
O=C(CCSCCC(=O)N1CCCC1)N1CCCC1	0	3	-9	102	98	-4	104	101
CCC(=O)NC(NC(=S)Nc1cccc2cccnc12)C(Cl)(Cl)Cl (centres undefined)	9	5	-2	95	98	11	98	95
CCOC(=O)C1(CCCc2ccccc2)CCN(C(=O)CSC)CC1	0	-6	6	100	102	-1	90	97
NC12CC3CC(C1)CC(O)(C3)C2	1	9	96	98	102	16	98	120
C/C(=N\NC(=O)OC(C)(C)C)c1cccc([N+](=O)[O-])c1	11	-4	3	107	93	6	92	86
Cn1nnnc1SCc1ccccc1[N+](=O)[O-]	-1	-1	-2	99	100	4	108	95
O=C1CC(c2ccc3c(c2)OCO3)CN1 (centres undefined)	-1	10	8	104	105	7	106	97
CCCOc1ccc(N2C(=O)CC(NCC(=O)OCC)C2=O)cc1 (centres undefined)	-3	6	8	99	103	-2	104	95
CC1CCCN(C(=O)COC(=O)CNS(=O)(=O)c2ccc3ccccc3c2)C1 (centres undefined)	3	0	-3	99	98	13	100	91
CCC(C)NC(=O)CSc1ccc(Cl)cc1 (centres undefined)	0	1	-16	97	102	0	99	116
Cn1c(=O)c2[nH]c(N=NNc3ccccc3F)nc2n(C)c1=O	3	-1	46	97	98	4	108	103
COc1ccc(NC(=O)CSc2nc3ccncc3[nH]2)c(OC)c1	0	10	12	95	94	9	99	96
CCOC(=O)N1CCc2c(sc3c2c(=O)n(Cc2ccccc2)c(=O)n3Cc2ccc(C)cc2)C1	0	10	-1	100	100	-4	96	88
COc1cc(OC)cc(C(=O)Nc2cccc(-c3ccc(N4CCOCC4)nn3)c2)c1	-2	5	-16	92	94	4	101	97
CCOc1ccc(-n2c(SCc3nc(-c4ccc(C)cc4)no3)nnc2-c2ccncc2)cc1	-1	2	8	101	106	6	109	94
CCOC(=O)C1CCCN(C(=O)c2cc3c(OC)c(OC)c(OC)cc3[nH]2)C1 (centres undefined)	4	-6	-8	107	110	-3	99	117
O=C(NCC(c1cccs1)N1CCOCC1)c1cc(Cl)ccc1[N+](=O)[O-] (centres undefined)	-1	1	-2	100	96	5	104	101
COc1ccc(NC(=O)C2CC(=O)OC23CCCCC3)cc1 (centres undefined)	2	-3	13	103	102	1	102	99
COc1ccc(N2C(=O)c3ccccc3NC2c2ccc(OC)c(CN3CCOCC3)c2)cc1 (centres undefined)	4	-9	10	99	103	-3	104	107
Cc1c(Cl)cnc(NC(=O)COC(=O)c2nn(C)c(=O)c3ccccc23)c1Cl	3	-2	7	103	106	-2	90	74
Cc1ccc(OCC(=O)Nc2nnn(C)n2)c(C)c1	2	-4	-4	92	99	2	82	102
CC(=O)c1sc2nc(-c3cccs3)cc(C(F)(F)F)c2c1N	34	-20	-3	90	97	-25	95	100
C=CCN1C(=O)C(=O)N(Cc2nc3ccccc3s2)C1=O	24	6	6	90	110	-15	88	124
CCN(CC)S(=O)(=O)c1ccc(Cl)nc1	2	10	-2	92	94	-3	98	95
CCOc1ncccc1-c1nc(-c2cccs2)no1	29	5	7	105	103	0	95	79
Cc1c(/C(O)=C2\C(=O)C(=O)N(CCN(C)C)C2c2cccnc2)cnn1-c1ccccc1 (centres undefined)	2	5	9	98	101	1	102	106
Cc1cc(NC(=O)COC(=O)[C@@H](NS(=O)(=O)c2ccccc2)C(C)C)no1	1	-6	-15	105	99	2	104	74
O=C(NCc1ccccn1)c1cc(-c2ccc(Br)cc2)nc2ccccc12	22	3	3	108	98	5	107	97
Cc1nc(NC(=O)CSc2nnc(C3CC3)n2C)sc1C	6	11	1	102	106	3	96	96
Cc1c(CCC(=O)O)c(=O)oc2c(C)c(OCc3ccccc3Cl)ccc12	-2	4	2	93	105	2	.	93
C/C(CC(C)C)=N/Nc1ccc([N+](=O)[O-])cc1[N+](=O)[O-]	2	1	-16	97	93	-4	107	93
CC(=O)Nc1cccc(C(=O)NCC2(N3CCCCC3)CCCCC2)c1	3	2	1	100	99	-5	98	88
COc1cc(OC)c2ccc(=O)oc2c1C(CC(=O)N1CCOCC1)c1ccc(N(C)C)cc1 (centres undefined)	2	5	-1	102	104	3	103	103
CCOc1cccc(CNc2ccc(O)cc2)c1OCc1ccccc1Cl	6	-9	7	98	99	-13	106	90
O=C(NCC1CCCO1)c1ccc2c(=O)n(-c3ccccc3)c(=S)[nH]c2c1 (centres undefined)	2	7	18	99	93	7	107	101
CCCCCC(=O)Nc1cccc2ccccc12	15	-5	4	107	92	2	96	119
COC(=O)c1ccc(NC(=S)NC(=O)c2c(Cl)cnn2C)cc1	2	3	7	93	101	-7	88	99
N#Cc1nc(-c2ccco2)oc1N1CCN(Cc2ccccc2)CC1	-6	0	-5	99	99	5	102	103
